P. falciparum M17LAP = P. falciparum M17LAP inhibitors, primary screen, biochemical, fluorogenic H-Leu-NHMec substrate, 1536-well (AID 1619); recombinant M17LAP, H-Leu-NHMec fluorogenic kinetic assay; higher % means a stronger effect; inhibition, % at 30 µM; hits with a dose series show IC50 in µM; Leucine aminopeptidase (Plasmodium falciparum (isolate 3D7)); 220,000 tested, 0.38% active;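 active = compound inhibiting the enzyme by more than half at any dose during confirmatory dose-response retesting; inconclusive = strong single-dose inhibitors picked by rank but not retested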;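 also: plate controls were full reaction with DMSO carrier for no effect and no enzyme background for full effect; strong numbers were not always called active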
Insulin prom up = insulin promoter activators in MIN6 cells, imaging, high-content screening, mouse beta cells; 190,000 tested, 0.3% active; MIN6 insulin promoter-GFP reporter; hits give high values; z-score at 5 µM; AID 1625, 2009;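 active = z-score above 3 at 5 µM with at least 500 cells counted in the well; inconclusive = wells under 500 cells, flagged as cytotoxic or low count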
M1AAP inhibition = P. falciparum M1AAP inhibitors, biochemical, fluorogenic H-Leu-NHMec substrate, 1536-well (AID 1445); inhibition, % at 30 µM, or IC50 in µM where a hit was titrated; Aminopeptidase N (Plasmodium falciparum (isolate 3D7)); 220,000 tested, 0.42% active; recombinant M1AAP, H-Leu-NHMec fluorogenic kinetic assay; higher % means a stronger effect;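 active = primary inhibition above the hit cutoff, then over 50% inhibition at one or more dose response concentrations, cut at about 23% in these data, passing the limit was not always enough; inconclusive = conflicting primary data, or primary hits not chosen for dose response; inactive = low primary inhibition, or under 50% at every dose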;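 also: plate controls were DMSO full reaction for no effect and no enzyme background for full effect; strong numbers were not always called active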
b-catenin transl = modulators of beta-catenin nuclear translocation, primary screen, imaging, HeLa cells, immunofluorescence, high-content | nuclear translocation activity, % at 5 µM | 190,000 tested, 0.3% active;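 active = nuclear translocation activity above 50% at 5 µM, with a well cell count of 50 or more; inconclusive = wells under 50 cells across six images, flagged as toxic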;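 also: per-cell ratio of nuclear to cytoplasmic median beta-catenin stain intensity; plate controls were DMSO negative control for no effect and GSK-3 inhibitor IX positive control for full effect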
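Test system: HeLa cells, endogenous beta-catenin; Compound: single 5 µM dose plus 0.02–20 µM confirmation series; Times: compound exposure 24 h at 37°C; Signal: fluorescence imaging of beta-catenin antibody stain plus DAPI; Read-out: % activation, nuclear-to-cytoplasmic median beta-catenin signal ratio per cell.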
K1F lysis inhibition = inhibition of K1F phage lysis, E. coli UTI89, bacterial capsule biogenesis inhibitors, alamar blue (AID 488966) | E. coli UTI89 K1F phage lysis, alamar blue, 2 h; higher % means a stronger effect | inhibition, % at 100 µM, or IC50 in µM where a hit was titrated | 340,000 tested, 0.02% active;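 active = phage lysis inhibition, versus mean bacterial control, above a set limit; inconclusive = no clear call, values can overlap the other calls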;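 also: capsule biogenesis inhibitors block K1F phage lysis so surviving cells raise fluorescence; higher fluorescence means more inhibition of phage lysis; actives were called in the ten point dose series up to 300 µM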
Dynein cargo inh = inhibitors of GR-EGFP nuclear translocation, primary screen, dynein cargo transport inhibitor project, imaging, high-content, 3617.4 mouse cells; test concentration mostly 20 µM; stimulated with dexamethasone, 1 µM; hits give low values; z-score, hits read low; 220,000 tested, 0.47% active;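 active = plate z-score of nuclear minus cytoplasmic receptor signal below a set negative limit, without overly bright fluorescence or cell loss, cut at about -3.5 in these data, passing the limit was not always enough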;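 also: z-score of nuclear minus cytoplasmic ring GR-EGFP intensity difference per well; some compounds called inactive have numbers as strong as hits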
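Medium: Induction medium lacking tetracycline, stripped serum | Probe or stimulus: 1.0 µM final dexamethasone stimulus | Schedule: 48 h induction, then 1 h compound, then 30 min agonist, 37 °C | Signal: Automated 10x imaging of fixed Hoechst-stained cells | Evaluation: Per-cell GR-EGFP intensity, nucleus versus surrounding cytoplasmic ring, well-averaged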
ER stress rescue = rescue of cells from ER stress-induced death, primary screen, 384-well, CSM14.1, thapsigargin, ATP luminescence (AID 1222) | CSM14.1 thapsigargin-induced death rescue, ATP luminescence; higher % means a stronger effect | cellular ATP content (survival), % at 20 µM, or EC50 in µM where a hit was titrated | 190,000 tested, under 10 active;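 active = EC50 below 50 µM in the dose-response confirmation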;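 also: death triggered by thapsigargin at about 15 µM added after 2 h compound pretreatment; cell ATP read after overnight thapsigargin exposure of roughly 18 to 22 hours; normalized against plate controls of thapsigargin alone and 5% DMSO vehicle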
Autophagy mod = autophagy modulators in MEF cells, primary screen, imaging, high-content, MEF GFP-LC3. calls only at 10 µM (by protocol). MEF GFP-LC3 puncta imaging; test concentration mostly 10 µM. 190,000 tested, 0.98% active;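 active = percentage of spot-positive cells more than 3 SD above its plate mean, without a fluorescence outlier flag or 80% toxicity; inconclusive = no clear call, values can overlap the other calls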;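 also: spot-positive cell cutoff set from DMSO-treated cells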
MT stabilize HCS = microtubule stabilizers in HeLa cells, primary screen, imaging, high-content imaging | HeLa tubulin immunostaining HCS, 24 h; share of cells brighter than vehicle mean+2SD | % tubulin-high responders, % at 10 µM | 200,000 tested, 0.83% active | AID 2205, 2009;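 active = plate Z-score above 3 for both tubulin-high and condensed-nucleus cell shares, with cell loss under 80%, at 10 µM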;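 also: anti alpha tubulin signal scored within the nucleus-defined area of each cell; some results filed as inactive read as strong as hits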
Dynein cargo inh cytoplasmic EGFP = further read-out of Dynein cargo inh, marked with its call; z-score; measured here: cytoplasmic GR-EGFP intensity; hits give high values
Dynein cargo inh nuclear GR-EGFP = also measured in Dynein cargo inh; calls as there; z-score; measured here: nuclear GR-EGFP intensity;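 lower value marks the stronger effect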
Dynein cargo inh cell count = recorded beside Dynein cargo inh, whose call it bears; z-score; measured here: cell count per field
Insulin prom up cell count = also measured in Insulin prom up; calls as there; cell count; measured here: cytotoxicity, nuclei count;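 total cells summed across four imaged fields per well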
b-catenin transl cell count 5 µM = recorded beside b-catenin transl, whose call it bears; cell count; measured here: cell count, cytotoxicity flag
MT stabilize HCS Hoechst-high % = recorded beside MT stabilize HCS, whose call it bears; % Hoechst-high responders; measured here: nuclear condensation Hoechst responders;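 share of cells brighter than vehicle mean plus two SD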
MT stabilize HCS cytotoxicity % = second read-out of MT stabilize HCS, no call of its own (marks repeat the call); toxicity, %; measured here: cytotoxicity by cell density;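 0% = mean cell density of plate MIN control wells and 100% = no cells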
Autophagy mod cell loss 18 h = recorded beside Autophagy mod, whose call it bears; toxicity, %; measured here: cell loss, nuclei count;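 cell loss after 18 h compound exposure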
Starred values were filed as active, the others as inactive; i = inactive; ? = inconclusive; . = not tested or not shown; + = active, no number; [ ] = dose if it differs, or a comment.

SMILES	P. falciparum M17LAP	Insulin prom up	Insulin prom up cell count	M1AAP inhibition	b-catenin transl	b-catenin transl cell count 5 µM	K1F lysis inhibition	Dynein cargo inh	Dynein cargo inh cytoplasmic EGFP	Dynein cargo inh nuclear GR-EGFP	Dynein cargo inh cell count	ER stress rescue	Autophagy mod	Autophagy mod cell loss 18 h	MT stabilize HCS	MT stabilize HCS Hoechst-high %	MT stabilize HCS cytotoxicity %
CCCCOc1ccccc1NC(=O)C=C(C)C	-1.0%	0.29	1254	-0.7%	1.2	1041	0.5%	-1.54	-0.293	-0.592	0.496	-0.9%	i	-2.0	4.6	1.4	53.4
CC(C)Sc1nc2c([nH]c3ccccc32)c(=O)n1C	-12.0%	-0.06	1164	-1.0%	0.2	1109	3.0%	-0.632	-0.222	-0.38	0.395	2.4%	i	-9.7	2.6	2.1	10.2
Cc1ccc2sc(NNC(=O)c3cc(=O)c4ccccc4o3)nc2c1C	2.1%	-0.18	1408	-6.0%	-1.0	1044	-1.1%	2.64	-0.0864	2	-1.68	3.2%	i	30.4	1.6	0.3	7.6
CCCC1C(=O)N(Cc2ccccc2)C(=O)CC1C (stereo unspecified)	6.6%	.	.	-2.8%	-0.5	1298	0.1%	-0.00809	-0.28	-0.00264	0.587	.	.	.	.	.	.
COc1cc(CC2COC(=O)C2(O)Cc2ccc(O)c(OC)c2)ccc1O (stereo unspecified)	3.7%	-0.5	691	-1.3%	2.0	1087	4.6%	-0.4	-0.825	0.155	0.898	.	.	.	.	.	.
Cc1ccc(NS(=O)(=O)c2ccc(NS(=O)(=O)c3cccs3)cc2)cc1	1.1%	-0.35	898	-3.6%	0.3	1197	1.4%	-0.494	-0.473	-0.15	0.574	-1.0%	i	-6.1	1.4	1.2	8.4
O/N=C/c1ccc(OCc2ccccc2)c(Cl)c1	13.4%	-0.1	1235	-1.3%	-5.2	510	-8.3%	1.45	-0.0489	0.501	-1.54	-0.6%	i	1.0	4.9	4.7	2.7
CCOC(=O)CC1C(=O)NCCN1S(=O)(=O)c1ccccc1Cl (stereo unspecified)	-8.4%	-0.26	1538	4.7%	-1.6	1393	0.4%	0.242	-0.185	-0.111	0.21	4.1%	i	-0.1	1.5	1.3	8.6
Cc1cc2c(cc1S(=O)(=O)N(C)c1ccccc1)NC(=O)CO2	11.6%	0.71	1166	-2.1%	3.3	1081	0.6%	-0.673	-0.0426	-0.346	-0.397	.	i	9.6	1.7	1.3	6.3
O=C(Nc1ncc(Cc2ccccc2)s1)C1CCCO1 (stereo unspecified)	-2.8%	-0.41	1514	11.0%	-0.1	1152	-0.6%	0.183	-0.208	0.413	-0.264	.	.	.	5.9	1.7	2.7
O=C(c1cc(-c2cccs2)on1)N1CCCCC1	-2.2%	-0.14	1469	5.5%	0.1	906	0.0%	-0.294	-0.19	0.09	0.313	-3.2%	i	-7.8	1.8	1.2	2.6
CC(=O)NN1C(=O)c2ccccc2NC1c1ccoc1 (stereo unspecified)	-15.2%	.	.	4.9%	2.1	538	-0.1%	0.285	-0.0342	0.992	-0.375	-1.4%	i	19.2	1.4	1.9	7.1
CCc1nc(OCCN(CC)CC)c2oc3ccccc3c2n1	8.2%	-0.43	1664	-0.3%	0.1	1419	0.1%	0.24	-0.236	0.0424	-0.831	-1.3%	i	-57.4	2.7	2.4	7.9
CCCc1nnc(NC(=O)CCC(=O)N2CCN(CCOc3ccc(C)cc3)CC2)s1	11.1%	0.74	1223	-6.8%	.	.	-0.1%	0.145	-0.269	0.0383	-0.252	-2.2%	i	-0.1	2.3	2.3	18.5
Cc1ccc(NC(=O)c2ccccc2)cc1-n1cnnn1	8.6%	0.48	1669	2.4%	3.4	852	-0.1%	0.908	-0.254	0.685	-0.899	2.2%	i	0.2	1.8	1.7	0.8
CNC(=O)NC(=O)COC(=O)CCc1nc(=O)c2ccccc2n1C	-12.9%	-0.28	1658	0.1%	-2.7	1085	0.6%	0.312	-0.374	0.0736	0.761	1.3%	i	-2.6	1.0	1.5	3.9
Cc1cc2nc(N)sc2cc1[N+](=O)[O-]	0.7%	-0.94	1466	10.2%	12.3	923	0.2%	0.262	-0.233	-0.124	0.967	-0.7%	i	-1.1	1.9	0.9	3.1
CC(C)c1ccc(S(=O)(=O)N2CCN(C(C)C(=O)Nc3ccccc3-c3ccccc3)CC2)cc1 (stereo unspecified)	-9.9%	-0.9	1317	-0.1%	-0.5	928	4.2%	0.92	-0.292	0.14	-0.668	-3.1%	i	9.8	3.5	2.8	2.0
Cc1ccc(C)c(S(=O)(=O)NCC(=O)NCc2ccco2)c1	-5.4%	-0.13	1281	5.0%	-1.3	509	3.5%[50 µM]	-0.0971	-0.089	-0.338	-1.14	0.4%	i	-4.3	2.3	1.9	5.3
O=C(COC(=O)/C=C/c1ccco1)NCc1ccco1	6.1%	0.08	1353	10.1%	-2.1	1059	-0.6%	0.641	-0.317	0.565	-0.187	-2.2%	i	-5.2	7.0	2.3	11.0
CCN1CCN(CC(=O)Nc2ccc(C)cc2C)C(=O)C1=O	23.9%	0.77	888	5.3%	6.9	1147	0.0%	-0.63	-0.12	-0.329	0.484	2.2%	i	-1.2	2.0	5.1	6.7
CCCCC(=O)Nc1ccc(NC(=O)C2CC2)nc1	-1.8%	.	.	-4.7%	-0.2	563	1.2%	0.623	-0.235	1.05	1.08	-2.4%	i	-1.0	2.3	1.9	13.3
N#C/C(=C\c1ccc(N2CCOCC2)o1)c1nc2ccccc2[nH]1	4.5%	.	.	7.8%	0.0	1379	0.5%	-0.653	21.6	4.35	0.0922	-2.3%	?	.	2.6	1.2	1.8
CC(=O)c1cccc(NS(=O)(=O)c2c(C)noc2C)c1	-3.1%	-0.72	1596	-2.9%	-0.7	1378	4.7%	-0.644	0.174	-0.209	0.155	-0.9%	i	-1.2	2.1	1.5	10.4
COc1ccccc1NS(=O)(=O)c1ccc(C)c(NC(=O)NC2CCCCC2)c1	19.3%	.	.	16.2%	-1.1	910	0.0%[50 µM]	2.28	-0.0164	1.78	-1.87	-3.7%	i	1.8	2.8	3.8	10.4
Going on with the list.
SMILES	P. falciparum M17LAP	Insulin prom up	Insulin prom up cell count	M1AAP inhibition	b-catenin transl	b-catenin transl cell count 5 µM	K1F lysis inhibition	Dynein cargo inh	Dynein cargo inh cytoplasmic EGFP	Dynein cargo inh nuclear GR-EGFP	Dynein cargo inh cell count	ER stress rescue	Autophagy mod	Autophagy mod cell loss 18 h	MT stabilize HCS	MT stabilize HCS Hoechst-high %	MT stabilize HCS cytotoxicity %
Cc1cc(C)cc(NC(=O)CSc2nnc(CN3CCOCC3)n2C)c1	2.2%	-0.02	1311	-0.1%	-2.0	1235	-0.1%	-0.634	-0.0635	-0.169	-0.114	0.8%	i	-10.0	4.1	0.4	0.4
Cc1ccsc1C(=O)N1CCCC(CCC(=O)NCc2ccc(F)c(F)c2)C1 (stereo unspecified)	-4.9%	.	.	9.5%	-1.8	1026	3.0%[50 µM]	-0.874	-0.216	-0.187	1.07	-1.7%	i	0.1	2.8	1.1	5.9
O=[N+]([O-])c1ccc(N2CCN(S(=O)(=O)c3ccc(Cl)cc3)CC2)cc1NCC1CCCO1 (stereo unspecified)	-7.9%	0.49	916	5.8%	-1.7	1403	0.7%	-0.0874	-0.136	-0.215	0.513	-0.9%	+	6.3*	2.0	1.6	8.2
CCOc1ccccc1OCC(=O)NCc1ccco1	12.6%	.	.	18.8%	.	.	0.2%	-1.3	-0.2	-0.888	0.508	-1.6%	i	-7.1	2.7	1.3	4.3
CCCSc1nc(N2CCOCC2)c2c(c1C#N)CCCC2	-4.1%	-1	1095	-17.6%	2.1	1113	1.6%	1.42	-0.225	1.16	-0.226	-0.3%	i	62.0	3.9	2.9	14.5
CCN1CCN(S(=O)(=O)c2cccc([N+](=O)[O-])c2)CC1	-6.9%	0.25	1848	1.2%	-3.2	1179	1.4%	0.935	-0.131	0.387	-2.09	-0.9%	i	-11.0	4.3	1.4	3.0
Cc1cc(=O)[nH]c(CN2CCC(c3ccccc3)CC2)n1	5.9%	.	.	6.9%	0.4	1487	.	-0.449	-0.257	-0.0277	0.661	-0.5%	i	13.9	2.2	1.6	9.5
N#C/C(=C\c1cn(CCOc2ccccc2)c2ccccc12)C(=O)NCc1cccs1	15.0%	-0.3	1484	1.1%	2.3	1058	1.1%	0.59	-0.0855	0.411	2.4	-1.9%	i	0.6	5.4	14.0	0.5
CCOC(=O)c1c(NC(=O)c2cc(-c3cccc(O)c3)on2)sc(C(C)=O)c1C	-5.8%	0.58	1387	6.9%	0.4	551	-0.5%	-0.059	-0.179	0.682	0.0792	20.1%	i	-7.3	8.1	2.9	12.9
Cc1ccc(N(C)C(=O)N2CCN(c3ccccn3)CC2)cc1	3.5%	-1.13	1972	0.4%	-0.5	1133	0.0%	0.0821	-0.209	0.345	0.192	.	.	.	5.5	3.2	4.8
COc1ccc(C(=O)N/N=C/c2cn[nH]c2-c2ccc(OC)cc2OC)cc1	-2.8%	0.1	1233	0.3%	3.4	510	1.6%[50 µM]	0.809	-0.3	0.00527	-0.0477	-2.2%	i	-21.2	3.1	3.1	7.5

High-throughput results from PubChem BioAssay.

The order is random; about 2.9% have a hit in one of these screens.
